ANO1 block: inhibitors of mouse TMEM16A calcium-activated chloride channel. HEK293 TMEM16A/YFP iodide influx fluorescence, ionomycin. normalized B-score (activity score, 25-100; higher = stronger inhibition) at 10 µM. 310,000 compounds, 1.2% hits. AID 588511;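 active = ratio plate-corrected score three or more library SD toward inhibition, starting fluorescence score within five deviations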;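 also: score derived from kinetic fluorescence span divided by baseline fluorescence per well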
KCNK9 inh: human KCNK9 channel inhibition. Q9NPC2. HEK293 KCNK9, FluxOR thallium flux fluorescence; hits give low values. B-score at 10 µM. 310,000 compounds, 1.2% hits;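 active = ratio B-score over 3 SD below the library mean, with starting fluorescence within 5 SD of its mean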;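 also: negative B-score means less thallium flux so channel inhibition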
Target sequence (Q9NPC2 whole entry, looked up): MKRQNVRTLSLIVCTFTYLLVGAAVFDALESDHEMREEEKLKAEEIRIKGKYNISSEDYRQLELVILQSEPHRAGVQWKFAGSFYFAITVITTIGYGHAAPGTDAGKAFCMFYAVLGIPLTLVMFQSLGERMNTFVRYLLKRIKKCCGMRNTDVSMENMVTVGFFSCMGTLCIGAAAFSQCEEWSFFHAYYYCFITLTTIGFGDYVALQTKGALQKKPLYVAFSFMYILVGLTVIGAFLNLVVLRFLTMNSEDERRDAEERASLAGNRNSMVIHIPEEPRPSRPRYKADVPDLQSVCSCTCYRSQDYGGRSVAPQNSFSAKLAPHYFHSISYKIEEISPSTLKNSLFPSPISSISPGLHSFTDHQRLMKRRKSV
KCNK3 inh: human KCNK3 channel inhibition, primary screen | CHO-KCNK3 thallium flux, FluxOR fluorescence; hits give low values | B-score at 10 µM | 340,000 compounds, 0.84% hits | AID 602410;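 active = B-score under library mean minus 4 SD, starting fluorescence ratio at most library mean plus 5 SD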;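 also: more negative B-score means stronger inhibition of thallium flux through KCNK3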
KCNQ1 inh: blocks the human KCNQ1 potassium channel | CHO-K1 KCNQ1, FluxOR thallium flux fluorescence; hits give high values | 310,000 compounds, 1.3% hits | P51787 | AID 2642 | B-score at 10 µM;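 active = compounds whose thallium flux B-score, printed positive for inhibition, exceeds three library SD while starting fluorescence stays within three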;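 also: channel opened by potassium depolarization with thallium stimulus after 20 min compound exposure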
Target sequence (P51787 whole entry, looked up): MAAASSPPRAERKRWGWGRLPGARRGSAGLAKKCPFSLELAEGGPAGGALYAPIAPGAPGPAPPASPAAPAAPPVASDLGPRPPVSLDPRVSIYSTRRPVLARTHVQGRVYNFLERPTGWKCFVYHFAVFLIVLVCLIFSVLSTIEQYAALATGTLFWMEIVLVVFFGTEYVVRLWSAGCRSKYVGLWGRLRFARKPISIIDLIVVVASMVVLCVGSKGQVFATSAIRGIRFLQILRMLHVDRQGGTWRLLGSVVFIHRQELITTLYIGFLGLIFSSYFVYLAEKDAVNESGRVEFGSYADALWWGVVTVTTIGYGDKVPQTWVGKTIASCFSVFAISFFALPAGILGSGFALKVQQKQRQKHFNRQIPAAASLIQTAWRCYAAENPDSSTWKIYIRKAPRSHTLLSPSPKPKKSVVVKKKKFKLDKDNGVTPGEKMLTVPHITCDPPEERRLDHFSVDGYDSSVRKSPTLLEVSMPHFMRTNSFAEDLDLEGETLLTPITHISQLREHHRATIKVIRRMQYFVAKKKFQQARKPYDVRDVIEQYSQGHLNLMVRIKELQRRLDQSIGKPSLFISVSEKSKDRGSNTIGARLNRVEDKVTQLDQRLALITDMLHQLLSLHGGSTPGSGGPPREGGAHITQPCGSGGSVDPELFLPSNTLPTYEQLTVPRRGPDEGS
HDAC3 inhib: human HDAC3 inhibition; 320,000 compounds, 0.15% hits; O15379; recombinant HDAC3, fluorogenic peptide/trypsin coupled, fluorescence; inhibition, % at 8.3 µM; in the data active = inhibition above about 26%, passing the limit was not always enough
TRPC4 act: activators of mouse TRPC4 channel. HEK293 TRPC4beta/mu-opioid, Fluo4 calcium fluorescence; hits give high values. B-score at 10 µM. 310,000 compounds, 0.49% hits;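 active = B-score above 5 SD of library B-scores, and initial fluorescence ratio not above library mean plus 5 SD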;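 also: positive B-score marks a calcium rise read as TRPC4 activation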
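Material: HEK293 stable line with TRPC4beta plus mu-opioid receptor; technique: Fluo4 calcium-sensitive dye fluorescence, kinetic, 1 Hz baseline; timing: Fluo4 dye loading 45 min at room temperature, 110 s recording; controls: assay buffer as low control, maximal DAMGO as high control; read-out: integrated baseline-normalised fluorescence ratio, converted to per-well B score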
Dyrk1A ADPGlo: blocks rat Dyrk1A kinase activity. Q63470. ADP-Glo luminescence, NFATc1 peptide. inhibition, % at 12.5 µM. 310,000 compounds, 0.43% hits; in the data active = inhibition above about 50%;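 also: plate controls were vehicle with enzyme for no effect and no enzyme for full effect; many of its hits are not listed in these tables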
hERG protect: compounds protecting human hERG from proarrhythmic drug block | CHO-hERG, FluxOR thallium flux, dofetilide IC70 present | Q12809 | 310,000 compounds, 0.51% hits | activation (rescue from dofetilide block), less the hit threshold, % at 10 µM | AID 1511;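 active = activation above the mean of controls blocked by dofetilide plus 5 SD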;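 also: thallium influx through hERG after potassium depolarization seen as dye fluorescence rise; in these data hits start at about 4.7%; inactives centre near -7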
TMEM16A act: mouse TMEM16A channel activation, primary screen; Q8BHY3; HEK293 TMEM16A/YFP-H148Q/I152L, iodide quench fluorescence; hits give low values; B-score at 10 µM; 340,000 compounds, 0.3% hits; AID 623877;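 active = fluorescence-ratio B-score plate-corrected deviation score at least 3 library SD below zero, with starting fluorescence score within 5 deviations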;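 also: channel opened by trigger with iodide after compound preincubation; score built on the fluorescence ratio of max minus min over baseline; more negative score means more quench and so TMEM16A activation or potentiation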
TRPC4 potent: allosteric potentiators of mouse TRPC4 channel; Q9QUQ5; HEK293 TRPC4beta/mu-opioid, DAMGO EC20, Fluo-4 Ca2+ flux; hits give high values; B-score at 10 µM; 310,000 compounds, 0.42% hits; AID 2227;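 active = B-score of calcium response area above 5 SD of library B-scores, with initial fluorescence ratio within 5 SD of library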;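 also: B-score of integrated fluorescence ratio over time as area under calcium response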
KCNQ1 act: potentiators or activators of human KCNQ1 potassium channel | B-score at 10 µM | CHO-K1 KCNQ1, thallium flux FluxOR fluorescence; hits give high values | P51787 | 310,000 compounds, 0.35% hits | AID 2648;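 active = fluorescence ratio B-score, a plate-corrected score, at least three library SD, with initial intensity B-score within 5 SD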
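Material: CHO-K1 cells stably expressing KCNQ1. Medium: assay buffer for compound exposure, DMSO matched across wells. Reagent: K+/Tl+ depolarizing stimulus. Compound dosing: single-concentration screen. Times: 37 °C overnight plating, 90-min dark dye load, 20-min compound pretreatment. Technique: FluxOR Tl+ flux fluorescence.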
An asterisk follows results filed as active; i = inactive; . = not tested or not shown.

SMILES	ANO1 block	KCNK9 inh	KCNK3 inh	KCNQ1 inh	HDAC3 inhib	TRPC4 act	Dyrk1A ADPGlo	hERG protect	TMEM16A act	TRPC4 potent	KCNQ1 act
Cc1ccccc1CNC(=O)c1cc(COc2ccc(F)cc2F)on1	i	i	i	i	-1.8	i	4.3	-26.0	i	i	i
O=C(O)c1cncc(SCc2ccccc2)n1	i	i	i	i	3.3	i	3.4	-5.3	i	i	i
O=c1cc(O)c2ccccc2n1Cc1ccccc1	i	i	i	i	0.1	i	-1.0	-14.6	i	i	i
O=C(CC(c1ccccc1)c1ccco1)N1CCOCC1 (stereo not given)	i	i	i	i	-1.1	i	-41.0	-2.9	i	i	i
COc1ccc(NC(=O)C2CCN(S(=O)(=O)c3c(C)noc3C)CC2)cc1	i	i	i	i	6.1	i	-3.5	-13.6	i	i	i
O=C(CSc1nnc(NC(=O)Cc2ccc(F)cc2)s1)NCc1ccco1	i	i	i	i	7.3	i	.	1.4	i	i	i
COc1ccc(C(c2oc(CO)cc(=O)c2O)c2oc(CO)cc(=O)c2O)cc1	i	i	i	i	6.0	i	.	-8.8	i	i	i
CC(NC(=O)c1ccc2c(c1)OCO2)C1CCCO1 (stereo not given)	i	i	i	i	0.3	i	1.3	-7.0	i	i	i
CCOc1ccccc1NS(=O)(=O)c1ccc2c(c1)n(C)c(=O)c(=O)n2C	i	i	i	i	0.3	i	-2.3	-5.0	i	i	i
COc1ccc(NC(=O)/C(C#N)=C\c2ccc(-c3cccc(C(=O)O)c3C)o2)cc1	i	i	i	i	-5.0	i	77.7*	-6.0	i	i	i
Cc1ccc2cccc(NC(=S)NC(=O)c3c(Br)cnn3C)c2n1	i	i	i	i	2.3	i	4.1	-13.6	i	i	i
C/C=C/c1ccc(OCC(=O)Nc2ccc(C(N)=O)cc2)c(OC)c1	i	i	i	i	3.5	i	-0.3	-8.8	i	i	i
Cc1cc(C)c2c3c(sc2n1)C(c1cccc(F)c1)C(C#N)=C(N)O3 (stereo not given)	i	i	i	i	0.8	i	-4.0	-15.4	i	i	i
COc1ccc(OC)c(CNc2ncc(-c3cccc([N+](=O)[O-])c3)n2C)c1	i	i	i	i	4.7	i	11.2	-16.4	i	i	i
CCOC(=O)c1[nH]c2ccccc2c1NC(=O)c1ccco1	i	i	i	i	-1.8	i	-3.1	-22.6	i	i	i
CCCN1C(=O)C(O)(c2c(C)[nH]c3ccccc23)c2ccccc21 (stereo not given)	i	i	i	i	0.7	i	1.6	-9.8	i	i	i
COc1ccccc1OCc1nc2ccccc2n1C	i	i	i	i	-4.9	i	-3.6	-2.4	i	i	i
CCc1cc2c(SCC(=O)C(C#N)=C3N(C)c4ccccc4N3C)ncnc2s1	i	i	i	i	-7.6	i	0.2	-9.1	i	i	i
Cc1cc(C(=O)NNC(=S)NC(C)c2ccccc2)c2ccccc2n1 (stereo not given)	i	i	i	i	5.3	i	8.0	-1.9	i	i	i
Cc1c(C(=O)NNC(=S)Nc2cccc(Cl)c2)nnn1-c1ccccc1	i	i	i	i	6.5	i	-6.3	-10.8	i	i	i
Cc1ccc(CNc2nnnn2C)cc1	i	i	i	i	0.2	i	0.9	-3.1	i	i	i
COc1ccc(CN2CN(c3ccc(Cl)cc3)C(=O)N(n3cnnc3)C2)cc1	i	i	i	i	4.8	i	10.0	-11.5	i	i	i
CCN(C1CCCCC1)S(=O)(=O)c1cn(C)c(=O)n(C)c1=O	i	i	i	i	1.4	i	4.1	-12.1	i	i	i
Cc1ccc(S(=O)(=O)/C(=C\N(C)C)c2cnc(Cl)s2)cc1	i	i	i	i	4.1	i	-2.4	-5.7	i	i	i
COCCNC(=O)CN(C(=O)c1ccc(N2CCCC2)nc1)c1ccc(F)c(Cl)c1	i	i	i	i	6.2	i	5.6	-7.4	i	i	i
Cc1nc(-c2ccccc2)c(-c2ccccc2)[nH]1	i	i	i	i	-6.3	i	2.6	-2.5	i	i	i
O=C(CCC(=O)OCC(=O)c1ccc(Br)cc1)NC1CCCCC1	i	i	i	i	-2.5	i	-3.8	-2.3	i	i	i
O=C(CN1CCC(NC(=O)Nc2ccccc2)CC1)Nc1cccc([N+](=O)[O-])c1	i	i	i	i	0.5	i	5.7	-5.4	i	i	i
O=C(NNS(=O)(=O)c1ccccc1[N+](=O)[O-])c1cc2ccccc2cc1O	i	i	i	i	-0.4	i	34.2	-9.2	i	i	i
Cc1cc(-c2[nH]nc3c2C(c2ccc(Cl)cc2)C(C#N)=C(N)O3)c(C)s1 (stereo not given)	i	i	i	i	12.2	i	-3.5	-11.8	i	i	i
COc1cc(Cl)c(NS(=O)(=O)c2cc3[nH]c(=O)c(=O)[nH]c3cc2C)c(OC)c1	i	i	i	i	2.2	i	5.4	-4.1	i	i	i
O=C(Nc1cc2c(cc1Cl)OCCCO2)c1ccccc1	i	i	i	i	4.1	i	-3.7	1.5	i	i	i
Cc1cccc(C)c1OCc1cc(C(=O)NC2CCC(O)CC2)no1 (stereo not given)	i	i	i	i	7.2	i	-4.3	-8.2	i	i	i
CCOc1ccc(NC(=O)CSc2nnc(-c3ccco3)n2C)cc1	i	i	i	i	10.4	i	-6.5	-0.8	i	i	i
COc1ccc(N2CCN(c3ncnc4nc[nH]c34)CC2)cc1	i	i	i	i	-4.5	i	0.4	-4.0	i	i	i
COc1ccc(C(=O)OCCN2CCCCC2)cc1	i	i	i	i	-0.1	i	-1.6	-5.0	i	i	i
COc1ccc(-n2c(C)nc3cc(C(=O)NCc4ccco4)ccc32)cc1	i	i	i	i	1.3	i	51.1*	-6.3	i	i	i
CCOCCCNCc1c(Cl)cccc1Cl	i	i	i	i	-6.3	i	-2.9	-2.1	i	i	i
CC(C)Cc1cc(C(=O)N2CCN(C(c3ccccc3)c3ccccc3)CC2)no1	i	i	i	7*	-1.6	i	15.6	-8.7	i	i	i
Cc1ccc(NC(=S)N/N=C2\CCCCC2C)cc1 (stereo not given)	i	i	i	i	6.2	i	-4.7	-4.7	i	i	i
Cc1ccc(S(=O)(=O)n2ccc(=O)[nH]2)cc1	i	i	i	i	4.8	i	1.7	-3.4	i	i	i
COC(=O)CCN(C(=O)c1cccc([N+](=O)[O-])c1)c1ccccn1	i	i	i	i	-3.8	i	6.1	-0.8	i	i	i
Cc1cc(NS(=O)(=O)c2ccc(NC(=O)COc3ccc(Cl)cc3Cl)cc2)no1	i	i	i	i	-3.3	i	2.2	-0.6	i	i	i
CC/C(=N\NC(=S)Nc1cccc(C)c1)c1ccccc1	i	i	i	i	-2.3	i	-25.0	6.9*	i	i	12*
CC(=O)N1N=C(c2ccc3ccccc3c2)OC12CCCC2	i	i	i	i	-21.0	i	-0.4	-5.7	i	i	i
Cc1ccc(-c2cc(C(=O)N3CCCc4ccccc43)no2)cc1	i	i	i	i	5.9	i	-1.2	-7.8	i	i	i
COc1ccc(C(=O)Nc2ccc(O)c3ccccc23)cc1OC	i	i	i	i	-0.8	i	-4.4	-2.0	i	i	i
O=C(CCNc1n[nH]c(=O)[nH]c1=O)N/N=C/c1ccc(Cl)cc1	i	i	i	i	-6.3	i	2.7	-2.6	i	i	i
COC(CN(C)C(=O)C1CCCN(S(=O)(=O)c2ccc3c(c2)oc(=O)n3C)C1)OC (stereo not given)	i	i	i	i	2.7	i	-0.4	-8.9	i	i	i
C=CCn1cc(C(=O)NCC2CCCO2)c(=O)c2cc(S(=O)(=O)N3CCCCCC3)ccc21 (stereo not given)	i	.	i	.	2.7	.	-7.1	.	i	.	.
CC(=O)Nc1ccc(NC(=O)c2cc(-n3cnnc3)ccc2Cl)cc1	i	i	i	i	-5.3	i	7.4	0.2	i	i	i
COc1ccc(C2=NC(C(F)(F)F)(C(F)(F)F)c3c(n(C)c(=O)n(C)c3=O)N2)cc1	i	i	i	i	-4.1	i	-7.6	-9.9	i	i	i
CC(=O)c1ccc(NC(=O)c2ccn[nH]2)cc1	i	i	i	i	-1.3	i	.	-9.5	i	i	i
O=C(Cn1cnc(S(=O)(=O)N2CCCC2)c1)Nc1cccc(Br)c1	i	i	i	i	-1.2	i	5.6	-3.7	i	i	i
CC(C)Nc1nc(NC(C)C)nc(N(C)n2cnnc2)n1	i	i	i	i	1.7	i	-6.4	0.3	i	i	i
Cc1ccccc1C(=O)NC1CCS(=O)(=O)C1 (stereo not given)	i	i	i	i	-5.6	i	-1.8	-2.8	i	i	i
CCCCNC(=O)Nc1c(C)cc(SC#N)cc1C	i	i	i	i	6.7	i	2.0	-6.8	i	i	i
Oc1ccccc1C1N=C(c2ccccc2)NC(c2ccccc2)=N1	i	i	i	i	6.7	i	4.1	-9.2	i	i	i
N#Cc1c(NC(=O)CSc2nc3ccccc3s2)sc2c1CCCC2	i	i	i	i	-1.7	i	-5.8	-6.6	i	i	i
C[C@@H]1NC(=O)/C(=C\c2ccccc2Br)NC1=O	i	i	i	i	1.0	i	-2.0	-2.4	i	i	i
(further entries)
SMILES	ANO1 block	KCNK9 inh	KCNK3 inh	KCNQ1 inh	HDAC3 inhib	TRPC4 act	Dyrk1A ADPGlo	hERG protect	TMEM16A act	TRPC4 potent	KCNQ1 act
Nc1nn(-c2ccccc2)c(N)c1N=Nc1ccc2c(c1)OCO2	i	i	i	i	3.4	i	-0.9	-5.9	i	i	i
CNC(=O)NC(=O)CSc1nnc(C(F)(F)F)n1C	i	i	i	i	0.8	i	5.3	-6.7	i	i	i
CC(=O)c1ccc(OCc2cc(C(=O)N(C)Cc3nc4c(C)cccc4[nH]3)no2)cc1	i	i	i	i	1.4	i	.	-11.9	i	i	i
COc1ccc2nc(NC(=O)CSc3nnc(-c4ccoc4C)n3C)sc2c1	i	i	i	i	1.6	i	3.6	-12.1	i	i	i
CC(=O)N1CCc2cc(S(=O)(=O)CCC(=O)Nc3ccc(Cl)cc3F)ccc21	i	i	i	i	-3.6	i	-0.3	-9.4	i	i	i
Cc1cccc(N2CCN(C(=S)NCc3ccco3)CC2)c1C	i	i	i	i	3.6	i	-0.8	-7.8	i	i	i
COc1ccc(NC(=O)CSc2nc(C)c3c(c2C#N)CCCC3)cc1	i	i	i	i	-4.7	i	-1.5	-15.9	i	i	i

Screening results as filed in PubChem.

Some of the compounds tested; the hit share may differ from the screen's.
